Jurkat NFkB inh – lowers PMA/ionomycin-induced NF-kB signal in Jurkat cells; PMA/ionomycin-induced NF-kB luciferase reporter, luminescence; inhibition, % at 4 µM; hit rate 0.53% among 330,000; AID 435003; in the data active = inhibition above about 50%
UPR XBP1 act – adaptive UPR (XBP1) activation | CHO-XBP1 luciferase reporter, IRE1-XBP1 UPR activation, luminescence; percent of tunicamycin response, DMSO as zero | activation, % at 20 µM | hit rate 0.33% among 330,000 | AID 463104;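 active = versus positive control, 20 µM dose yields 30% or more activation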;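 note: 100% = tunicamycin at 10 µg/mL and 0% = DMSO only wells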
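Material – CHO cell line with stable XBP1 luciferase reporter · Buffer or medium – F12 plus 10% FBS · Compound – single point, 20 µM final compound, 1% DMSO · Schedule – 16-18 h cell attachment at 37 °C, then 6 h compound exposure · Signal – Steady-Glo luminescence read · Benchmarks – high control tunicamycin 10 µg/mL final, low control DMSO vehicle only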
CCR6 antagonist – CCR6 (human) receptor antagonism; inhibition, % at 20 µM; hit rate 0.49% among 340,000; CHO-K1 CCR6 PathHunter beta-arrestin, luminescence, CCL20-stimulated; P51684; AID 493098;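 active = compounds whose inhibition of the agonist-driven luminescence signal at 20 µM reaches about 50%, limit read from the data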;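 note: cells stimulated with CCL20 at 14 nM final; plate controls were DMSO with CCL20 for no effect and DMSO without agonist for full effect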
Target sequence (P51684 whole entry, looked up): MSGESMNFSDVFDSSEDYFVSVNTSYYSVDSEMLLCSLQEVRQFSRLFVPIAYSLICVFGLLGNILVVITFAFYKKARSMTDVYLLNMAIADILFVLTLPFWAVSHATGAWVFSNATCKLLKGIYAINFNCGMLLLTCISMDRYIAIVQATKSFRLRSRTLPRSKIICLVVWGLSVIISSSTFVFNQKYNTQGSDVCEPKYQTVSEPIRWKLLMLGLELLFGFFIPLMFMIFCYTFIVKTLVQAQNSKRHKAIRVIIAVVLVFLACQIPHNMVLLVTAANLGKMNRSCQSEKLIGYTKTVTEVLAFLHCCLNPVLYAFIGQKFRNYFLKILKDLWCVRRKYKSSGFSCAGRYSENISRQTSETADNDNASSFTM
Gli-Sufu antag – antagonists of Gli-Sufu signaling. Sufu-KO-LIGHT fibroblasts, Gli luciferase reporter luminescence. inhibition, % at 5 µM. hit rate 0.74% among 340,000;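 active = inhibition above about 55%, limit read from the data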;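 note: 0% = DMSO-treated cells and 100% = wells with medium but no cells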
697 NFkB inh – inhibitors of the PMA/ionomycin-induced NF-kB reporter in 697 B cells; 697 B-cell NF-kB luciferase reporter, 16 h; inhibition, % at 4 µM; hit rate 0.33% among 330,000; AID 435022; in the data active = inhibition above about 35%
Mdm2 MdmX PPI – human Mdm2/MdmX binding inhibition; SaOS-2 split-luciferase Mdm2/MdmX complementation, luminescence; inhibition, % at 8 µM; hit rate 3% among 330,000;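 active = inhibition of at least 50% at 8 µM in the primary screen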
CXCR6 inh – inhibitors of human CXCR6 receptor; O00574; CHO-K1 PathHunter CXCR6 beta-arrestin, luminescence; inhibition, % at 20 µM; hit rate 0.36% among 360,000; AID 602244; in the data active = inhibition above about 34%, passing the limit was not always enough;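 note: antagonist mode with CXCL16 agonist at 10 nM final; 0% = 10 nM CXCL16 with DMSO and 100% = unstimulated wells without agonist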
CHOP UPR activ – activators of apoptotic arm of unfolded protein response (CHOP); CHO-CHOP luciferase reporter, UPR activation, luminescence; percent of tunicamycin response over DMSO baseline; hit rate 0.34% among 330,000; AID 449763; activation, % at 10 µM;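 active = at 10 µM dose, activation of 40% or more, normalized to positive control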;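 note: 100% = tunicamycin at 10 µg/mL and 0% = DMSO alone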
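System: CHO-CHOP luciferase reporter cell line; amount: 500 cells/well; buffer or medium: F12 medium containing 10% fetal bovine serum; incubation: 6 h compound exposure at 37 °C after overnight seeding; measured by: luciferase luminescence after 10 min with Steady-Glo reagent; evaluation: % reporter activation, DMSO baseline versus tunicamycin full activation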
EBI2 antag – blocks human EBI2 receptor beta-arrestin signaling | P32249 | EBI2 beta-arrestin recruitment, luminescence, 7a,25-OHC stimulated | inhibition, % at 5 µM | hit rate 0.81% among 360,000; in the data active = inhibition above about 38%;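 note: enzyme fragment complementation signal reports receptor beta-arrestin coupling in cells; 0% = agonist plus DMSO wells and 100% = wells without agonist; some results beyond the cut were filed as inactive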
Target sequence (P32249 whole entry, looked up, the tested form may be a part): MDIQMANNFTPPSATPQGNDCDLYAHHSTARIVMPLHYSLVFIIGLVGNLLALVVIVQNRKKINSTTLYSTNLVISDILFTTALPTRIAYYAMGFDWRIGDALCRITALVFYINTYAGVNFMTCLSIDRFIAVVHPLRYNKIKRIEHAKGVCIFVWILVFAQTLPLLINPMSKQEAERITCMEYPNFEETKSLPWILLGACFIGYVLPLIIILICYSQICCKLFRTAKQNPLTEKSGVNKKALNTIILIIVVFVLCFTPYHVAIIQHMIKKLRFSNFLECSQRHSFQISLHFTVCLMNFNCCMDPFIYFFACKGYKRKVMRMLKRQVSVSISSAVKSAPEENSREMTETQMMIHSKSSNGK
Starred values were filed as active, the others as inactive; x = not tested or not shown. Outcome played no part in choosing rows; any-hit rate near 5%.

Every second line gives: Jurkat NFkB inh	UPR XBP1 act	CCR6 antagonist	Gli-Sufu antag	697 NFkB inh	Mdm2 MdmX PPI	CXCR6 inh	CHOP UPR activ	EBI2 antag
Cc1nnc(NC(=O)CCSCCC(=O)Nc2nnc(C)s2)s1
 : 2	2	-4	16	-2	10	5	0.4	-6
COc1ccc(C(=O)NCC2(N3CCCCC3)CCCCC2)cc1S(=O)(=O)N(C)C
 : -9	-3	11	25	29	11	15	0.6	5
O=C(CCCc1nc(-c2ccccc2)no1)NC1CCCC1
 : 5	-3	10	16	10	17	3	1.0	-12
COc1nc(-c2cnccn2)sc1C
 : -2	3	8	2	16	15	2	0.8	-5
CCn1c(-c2ccc(C)cc2)n[nH]c1=S
 : -13	1	17	-4	-5	6	3	-0.6	-3
Cc1ccc(CSCC(=O)NCCCN2CCOCC2)cc1
 : -15	-1	6	10	-21	2	-9	-0.1	-5
CCOc1ccc(OCC(=O)OCC(=O)N2CCN(S(=O)(=O)c3ccc(C)cc3C)CC2)cc1
 : x	x	9	-1	x	x	4	x	-2
CC1Cc2ccccc2N1S(=O)(=O)c1cccc(C(=O)N2CC(=O)Nc3ccccc32)c1 (configuration not stated)
 : 1	0	10	-34	2	9	-2	-2.1	-6
Cc1ccc(Nc2cc(C)nc3c(C)ccc([N+](=O)[O-])c23)cc1
 : -4	5	22	6	-28	36	-7	0.2	-3
CC(NC(=O)c1ccccc1NC(=O)CN1CCN(c2ccccc2O)CC1)c1ccccc1 (configuration not stated)
 : 12	-4	6	21	8	31	-8	-0.2	10
COC(=O)c1ccc(NC(=O)c2c(Br)cnn2C)cc1
 : -26	4	18	2	-6	1	20	1.8	-6
Cc1cccc2c1cnn2C(=O)Nc1ccc(Br)cc1F
 : -73	3	10	-133	-57	-137	4	5.9	-7
CCN(CCn1cccn1)Cc1nc(-c2ccc(OC)cc2)no1
 : -10	-2	2	10	7	24	0	-1.7	8
O=[N+]([O-])c1ccc2nc[nH]c2c1
 : x	x	3	-10	x	x	2	x	-8
COc1cccc(/C=N/NC(=O)c2ccncc2)c1OC(=O)c1ccc(Br)cc1
 : 4	-6	-2	-15	-16	40	2	0.4	-7
CCc1noc(C)c1C(=O)Nc1nnc(C(CC)CC)s1
 : 15	0	5	3	6	-5	10	2.0	-13
CC(C)(C)NC(=O)NC(=O)COC(=O)CNC(=O)c1cc(Cl)cc([N+](=O)[O-])c1
 : -17	-1	-15	1	3	4	-13	-0.6	-7
COc1ccc(NC(=O)CN(C)C(=O)CSc2nc3ccccc3s2)cc1
 : -28	-1	5	10	3	9	-7	-1.6	12
CCO/C=C1\N=C(c2ccc(F)cc2)OC1=O
 : -2	-2	12	3	-5	7	-15	0.3	-8
O=C(O)C(Cc1ccccc1)n1c(=S)[nH]c2ccccc2c1=O (configuration not stated)
 : 10	-1	-10	6	15	3	7	-0.7	-9
COc1ccc(COC(=O)c2ccc(Br)c(S(=O)(=O)N3CCOCC3)c2)cc1F
 : -2	-5	21	-12	0	3	7	-0.5	33
CC1CCCCN1C(=O)Cn1c(=O)oc2cc(S(=O)(=O)N3CCCC3)ccc21 (configuration not stated)
 : -9	-4	-1	1	6	14	-5	-0.6	-4
CCOC(=O)c1c(S(=O)(=O)N2CCCCC2C)c(C)n(C)c1C (configuration not stated)
 : -10	-3	1	-14	-13	9	5	1.8	-6
O=[N+]([O-])c1cccc(C(=Nc2cccc(Cl)c2)NO)c1
 : 2	-3	-5	9	-19	-14	-6	7.1	-4
CC(OC(=O)c1ccc(O)cc1)C(=O)Nc1cc(C(F)(F)F)ccc1Cl (configuration not stated)
 : 25	-3	8	1	19	18	0	1.4	6
Cc1ccc(-n2c(CNc3cccc(Cl)c3)n[nH]c2=S)cc1
 : 14	6	5	0	-5	9	2	2.4	-15
COc1cccc(N(C(=O)CNC(=O)c2ccco2)C(C(=O)NC2CCCC2)c2cccnc2)c1 (configuration not stated)
 : -5	-1	-10	-18	17	-13	-9	-1.2	-2
CCC(=O)Nc1nc2ccc(NC(=O)COc3ccccc3)cc2s1
 : -11	1	5	-7	-9	8	-1	1.4	-9
O=S(=O)(NCc1ccc2c(c1)OCO2)c1cccc2cccnc12
 : 4	-2	7	4	16	-36	-6	0.1	5
Cc1ccc(SC(C)C(=O)Nc2cccc(N(C)S(C)(=O)=O)c2)cc1 (configuration not stated)
 : 8	-3	2	3	12	28	5	-0.7	-3
Cc1ccc(S(=O)(=O)CCC(=O)Nc2nnc(CC(C)C)s2)cc1
 : 6	3	12	5	4	31	5	-2.5	-1
CCCCc1ccc(S(=O)(=O)NCCc2ccncc2)cc1
 : 25	-2	-9	15	-30	13	-11	-2.0	-1
O=C(Nc1ccccc1)OCc1cc(-c2ccc(Cl)cc2)on1
 : 6	-3	15	-10	8	12	-6	-0.8	6
O=C(c1cccc(NS(=O)(=O)c2ccccc2)c1)N1CCCCC1
 : -4	0	7	4	1	13	1	-1.4	-7
COc1ccc(NC(=O)/C(C#N)=C\c2ccc(-c3cc(C(=O)O)ccc3C)o2)cc1
 : -1	0	16	-13	4	4	9	-0.2	2
Clc1ccc(-n2nnnc2CN2CCOCC2)cc1
 : -5	0	1	1	-2	-23	4	-1.3	0
COc1ccc(N2CCN(c3nc(Cl)nc(N4CCOCC4)n3)CC2)cc1
 : 6	-2	7	-11	12	12	-6	-1.1	6
Cc1ccc(C)c2nc(Cl)c(C3NC(=O)c4ccccc4N3)cc12 (configuration not stated)
 : 32	-2	-11	9	-27	45	1	-0.4	-6
Cc1cc(C)nc(Nc2n[nH]c(-c3ccccc3Cl)n2)n1
 : -27	1	-18	-40	-23	-66	7	5.3	-2
CCOC(=O)C1(Cc2cccc(OC)c2)CCN(Cc2ccc3c(c2)OCCO3)CC1
 : -3	-2	0	39	-17	7	0	-0.2	15
Fc1ccc(NC(=S)NC2CC3CCC(C2)N3Cc2ccco2)cc1 (configuration not stated)
 : 0	0	9	19	14	17	-1	-2.1	-1
O=C(NCc1ccc2c(c1)OCO2)c1sccc1Br
 : 4	1	12	2	6	3	6	2.3	0
COc1ccccc1NS(=O)(=O)c1ccc2oc(SC3CCOC3=O)nc2c1 (configuration not stated)
 : 13	-12	-4	15	16	18	11	-1.7	0
COc1ccc(CCC(=O)NCCNC(=O)CCc2ccc(OC)cc2)cc1
 : 4	-6	15	5	13	22	-5	1.7	-13
CC1(C)Cc2c(ccc3ccccc23)C(c2cc3ccccc3oc2=O)=N1
 : -9	3	-8	11	-42	24	6	1.5	4
CC12CCC(C/C1=N\OC(=O)c1ccc(F)cc1)C2(C)C (configuration not stated)
 : 7	1	9	3	7	10	1	1.8	2
COC(=O)c1scc(C)c1NC(=O)/C=C/C(=O)O
 : 18	0	7	5	8	10	-4	0.2	-12
Cc1noc(C)c1S(=O)(=O)N(CC(=O)N1CCc2ccccc21)c1ccc(C(C)C)cc1
 : -8	-1	-7	6	-8	22	1	-1.3	11
O=C(Nc1cccc(S(=O)(=O)N2CCCCC2)c1)c1ccc(N2CCCC2=O)cc1
 : -14	-2	-10	-6	-15	-6	-6	1.6	-4
CNC(=S)Nc1cccc(-c2cnc3ccccc3n2)c1
 : -91	4	12	x	-70	-13	4	0.1	7
O=C(CCN1C(=O)C2C3CCC(C3)C2C1=O)Nc1ccccc1C(F)(F)F (configuration not stated)
 : 20	-1	-19	-5	7	7	0	-0.2	2
COc1cccc(NC(=O)CSc2nnc(C)s2)c1
 : 4	1	-3	0	1	2	-6	0.8	1
Cc1noc(C)c1S(=O)(=O)N1CCC(C(=O)N2CCN(c3ccc(F)cc3)CC2)CC1
 : 6	-3	8	-4	14	14	x	0.5	x
O=C(NC1CC1)c1sc2ccccc2c1Cl
 : -21	5	-3	-32	-34	-15	14	5.4	1
O=C(COc1ccc([N+](=O)[O-])cc1)NNC(=O)Nc1ccccc1F
 : -19	-6	1	4	14	11	-1	-0.8	-10
Cc1ccc2c(c1)c1c(n2CC(O)CNC(C)(C)C)CCCC1 (configuration not stated)
 : x	x	-18	-1	x	x	-20	x	-35
CC(=O)Nc1ccc(NC(=O)c2oc3cc(C)c(C)cc3c2C)cc1
 : 0	-1	-4	0	11	26	-7	0.8	-4
CN(C)/C=N/c1nccc(-c2cccs2)n1
 : 0	-2	-2	x	25	-13	0	-0.2	-4
CC(C)(C)c1csc(NC(=O)c2ccc3nccnc3c2)n1
 : -100	-1	5	-87	-95	-66	5	5.0	-9
Cc1cccc(S(=O)(=O)NNC(=O)c2cc(-c3ccc(F)cc3)nc3ccccc23)c1
 : -8	-2	9	5	-7	8	5	0.6	5
COc1cc(OC)cc(-c2nc3nc(C)c(CCC(=O)NCc4ccco4)c(C)n3n2)c1
 : -4	1	-4	2	8	-19	-2	-3.1	-3

Three entries out of the list above, ordered by the number in CCR6 antagonist, high to low.
molecule | CCR6 antagonist
Cc1cccc2c1cnn2C(=O)Nc1ccc(Br)cc1F | 10
CCN(CCn1cccn1)Cc1nc(-c2ccc(OC)cc2)no1 | 2
Cc1ccc(C)c2nc(Cl)c(C3NC(=O)c4ccccc4N3)cc12 (configuration not stated) | -11

As entered above.
`Cc1ccc2c(c1)c1c(n2CC(O)CNC(C)(C)C)CCCC1` (configuration not stated) in EBI2 antag is listed with -35
`COc1ccc(NC(=O)/C(C#N)=C\c2ccc(-c3cc(C(=O)O)ccc3C)o2)cc1` in CXCR6 inh is listed with 9

Some of these compounds in order of length of the SMILES, ascending:
Every second line gives: Jurkat NFkB inh	UPR XBP1 act	CCR6 antagonist	Gli-Sufu antag	697 NFkB inh	Mdm2 MdmX PPI	CXCR6 inh	CHOP UPR activ	EBI2 antag
COC(=O)c1scc(C)c1NC(=O)/C=C/C(=O)O
 : 18	0	7	5	8	10	-4	0.2	-12
Cc1ccc(S(=O)(=O)CCC(=O)Nc2nnc(CC(C)C)s2)cc1
 : 6	3	12	5	4	31	5	-2.5	-1
COc1ccccc1NS(=O)(=O)c1ccc2oc(SC3CCOC3=O)nc2c1 (configuration not stated)
 : 13	-12	-4	15	16	18	11	-1.7	0
O=C(COc1ccc([N+](=O)[O-])cc1)NNC(=O)Nc1ccccc1F
 : -19	-6	1	4	14	11	-1	-0.8	-10
O=C(CCN1C(=O)C2C3CCC(C3)C2C1=O)Nc1ccccc1C(F)(F)F (configuration not stated)
 : 20	-1	-19	-5	7	7	0	-0.2	2
CCOC(=O)C1(Cc2cccc(OC)c2)CCN(Cc2ccc3c(c2)OCCO3)CC1
 : -3	-2	0	39	-17	7	0	-0.2	15
O=C(Nc1cccc(S(=O)(=O)N2CCCCC2)c1)c1ccc(N2CCCC2=O)cc1
 : -14	-2	-10	-6	-15	-6	-6	1.6	-4

Screens as filed in PubChem.
